# APEX1 inh – APE1 (human) endonuclease inhibition | P27695 | 350,000 tested, 0.35% active | recombinant APE1, TAMRA/BHQ-2 abasic DNA cleavage fluorescence | Potency, µM (doses to about 65.8 µM), for inactives: at the highest dose activity change, negative = inhibition, most hits filed as inhibitors | AID 2517;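 note: potency is the fitted concentration of half-maximal effect; plate controls were vehicle for no effect and reference inhibitor for full effect; nearly all actives have a fitted effect of over 55% in size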
#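 Readout is kinetic fluorescence (ex 525, em 598 nm) from cleavage of 50 nM TAMRA/BHQ-2 THF abasic duplex by 0.75 nM APE1, compound added 15 min beforehand at RT.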
# Pol kappa inh – blocks human DNA polymerase kappa activity; Q9UBT6; 400,000 tested, 0.53% active; Potency, µM (series often up to 107 µM), without a hit: at the highest dose activity, negative = inhibition, actives largely listed as inhibitors; AID 588579; purified Pol kappa, fluorescent DNA synthesis assay, 10 min; note: potency is the fitted concentration of half-maximal effect; % is set by controls: 0 for no effect and ±100 for the full control effect
# Target sequence (Q9UBT6 whole entry, looked up): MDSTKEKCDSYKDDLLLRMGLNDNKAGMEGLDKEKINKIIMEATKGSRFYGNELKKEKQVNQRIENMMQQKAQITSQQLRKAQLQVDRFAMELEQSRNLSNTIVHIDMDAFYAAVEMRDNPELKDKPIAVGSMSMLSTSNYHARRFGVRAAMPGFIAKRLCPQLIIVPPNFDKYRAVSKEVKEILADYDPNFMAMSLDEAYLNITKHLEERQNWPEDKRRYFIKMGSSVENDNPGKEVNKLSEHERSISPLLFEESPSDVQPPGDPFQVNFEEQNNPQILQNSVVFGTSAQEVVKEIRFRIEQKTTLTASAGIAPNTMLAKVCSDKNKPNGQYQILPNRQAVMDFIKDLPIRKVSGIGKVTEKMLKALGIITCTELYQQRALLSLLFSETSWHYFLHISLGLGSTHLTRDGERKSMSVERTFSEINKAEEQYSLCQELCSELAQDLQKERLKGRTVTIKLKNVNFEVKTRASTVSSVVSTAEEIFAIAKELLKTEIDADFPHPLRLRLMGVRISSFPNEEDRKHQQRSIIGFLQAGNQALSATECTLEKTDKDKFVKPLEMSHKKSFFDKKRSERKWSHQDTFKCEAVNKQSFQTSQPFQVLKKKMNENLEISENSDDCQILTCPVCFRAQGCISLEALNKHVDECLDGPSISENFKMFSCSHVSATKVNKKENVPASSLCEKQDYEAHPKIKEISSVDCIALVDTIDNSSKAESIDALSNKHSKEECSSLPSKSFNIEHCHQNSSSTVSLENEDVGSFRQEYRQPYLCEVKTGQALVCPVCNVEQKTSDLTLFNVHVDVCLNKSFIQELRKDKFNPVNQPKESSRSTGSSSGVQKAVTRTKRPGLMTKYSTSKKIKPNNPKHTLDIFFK
#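 Fluorescent qHTS in 1536-well format: enzyme (10 nM) and compound sat 15 min at room temperature before 50 nM substrate (final) was added. Signal taken at 0 and 10 min; no-enzyme buffer wells were negative controls.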
# BLM helicase inh – Bloom syndrome helicase (human) inhibition; Potency, µM (top dose mostly 56.1 µM), without a hit: at the top dose activity change, negative = inhibition, hits mostly inhibitors; P54132; 350,000 tested, 0.2% active; recombinant BLM DNA unwinding, fluorescence dequenching;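 note: potency is the fitted concentration of half-maximal effect; plate controls were vehicle for no effect and no enzyme for full effect; nearly all actives have a fitted effect of over 35% in size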
# PGK inhibitor – inhibitors of T. brucei phosphoglycerate kinase | P07378 | PGK/GAPDH coupled, Kinase-Glo luminescence, 60 min | Potency, µM (titrated, usually from 57.5 µM), for the others: at the top dose activity change, negative = inhibition, hits mostly inhibitors | 380,000 tested, 0.043% active | AID 602233; note: potency is the fitted concentration of half-maximal effect; % is set by controls: 0 for no effect and ±100 for the full control effect; nearly all actives have a fitted effect of over 60% in size
#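 Luminescent ATP detection (Kinase-Glo Plus) follows a 60-minute room-temperature incubation, with wells lacking PGK as controls. Buffer: 100 mM TEA (pH 7.6), 5 mM MgCl2, 0.01% Tween-20. Coupling enzyme GAPDH (100 nM final) supplies unstable 1,3-BPG in-well.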
# RXFP1 antagonist – antagonists of human relaxin receptor RXFP1; Q9HBX9; activity change, negative = inhibition, % at 57.5 µM; HEK293-RXFP1, relaxin-stimulated cAMP HTRF, 30 min; hits give low values; 350,000 tested, 0.59% active; AID 1259400;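 active = activity change of -60% or lower, but not beyond a set lower limit; inconclusive = change between -60% and -40%, or beyond the set limit; inactive = change above -40%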; note: % is set by controls: 0 for no effect and ±100 for the full control effect
# POLH inh – blocks human DNA polymerase eta activity; Q9Y253; recombinant Pol eta, fluorescent DNA replication assay; Potency, µM (series often up to 114 µM), inactives show at the top dose activity change, negative = inhibition, actives largely listed as inhibitors; 390,000 tested, 1.2% active; note: potency is the fitted concentration of half-maximal effect; % is set by controls: 0 for no effect and ±100 for the full control effect
#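 Pol eta at 10 nM preincubated with compounds 15 min at room temperature; reaction started with fluorescent substrate (50 nM final) and read kinetically at 0 and 10 min.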
# Apoferritin bind – candidate novel general anesthetic via apoferritin binding; P02791; apoferritin/1-aminoanthracene competitive binding, fluorescence; Potency, µM (titrated, usually from 77.5 µM), without a hit: top-dose activity change, negative = displacement, actives largely listed as inhibitors; 350,000 tested, 0.074% active; note: potency is the fitted concentration of half-maximal effect; % is set by controls: 0 for no effect and ±100 for the full control effect; nearly all actives have a fitted effect of over 20% in size
# Target sequence (P02791 2-175 limits assumed): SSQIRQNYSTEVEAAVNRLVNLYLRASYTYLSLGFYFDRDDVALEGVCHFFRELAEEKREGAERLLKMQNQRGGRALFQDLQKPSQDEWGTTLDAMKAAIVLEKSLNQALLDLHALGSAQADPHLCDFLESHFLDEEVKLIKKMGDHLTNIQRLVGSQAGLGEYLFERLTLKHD
#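 In PBS, apoferritin at 10 uM is loaded with 1-AMA from a 50% saturated solution. After 10 min of compound exposure at ambient temperature, reduced 535 nm fluorescence indicates probe displacement.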
# Pol beta inh – blocks human DNA polymerase beta activity | P06746 | Pol beta primer extension/strand displacement, fluorescence kinetic | Potency, µM (doses to about 114 µM), without a hit: at the top dose activity change, negative = inhibition, hits mostly inhibitors | 340,000 tested, 1.3% active | AID 485314; note: potency is the fitted concentration of half-maximal effect; % is set by controls: 0 for no effect and ±100 for the full control effect
#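 Kinetic readout of DNA synthesis with strand displacement by Pol beta. Compound and 10 nM enzyme sit 15 min at room temperature; 50 nM substrate starts the reaction, read immediately and at 10 min.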
# POLI inh – DNA polymerase iota (human) inhibition; Q9UNA4; Pol iota fluorescent replication assay, 10 min; Potency, µM (titrated, usually from 115 µM), for the others: top-dose activity, negative = inhibition, usual class: inhibitors; 390,000 tested, 1% active; AID 588590; note: potency is the fitted concentration of half-maximal effect
#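 Fluorescent replication assay read twice, at 0 min and 10 min after adding 50 nM (final) substrate. Enzyme (10 nM) and compounds were first incubated 15 min at room temperature; enzyme-free buffer wells were negative controls.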
# * hit, by the source's call; i = inactive; u = inconclusive; x = no result given; [ ] = another dose, or the depositor's remark. Unless noted, calls come from the whole dose curve; as a rule, active = well fitted curve in the direction sought with a large enough effect; inconclusive = small, poorly fitted or top-dose-only effect, or another doubt; inactive = no such curve, though single readings can be large; an effect the other way counts as inactive or inconclusive. Only part of the results is shown; the hit share may differ from the screen's.
[1] O=[N+]([O-])c1ccc(N2CCOCC2)c2cccnc12
[2] O=C(N/N=C/c1c(O)n(CCc2ccc(F)cc2)c(=O)[nH]c1=O)c1ccncc1
[3] COc1ccc(NP(=O)(Oc2cccc(C)c2)Oc2cccc(C)c2)cc1OC
[4] CN1CCCC(C(=O)c2ccc(Cl)cc2)C1 (centres undefined)
[5] C(#CCN1CCCC1)CN1CCCC1
[6] COc1ccc(CNC(=O)Cn2c(SCC(=O)Nc3ccc(C)c(C)c3)nc3ccccc32)cc1
Assay by compound	1	2	3	4	5	6
APEX1 inh	-3%	3%	-3%	10%	6%	x
Pol kappa inh	-10%	-8%	11%	21%	3%	-6%[60.1 µM]
BLM helicase inh	0%	-5%	-11%	-2%	1%[21.4 µM]	0%
PGK inhibitor	5%	-8%	-9%	-5%	-11%	2%
RXFP1 antagonist	3	-6	-3	4	-25	0
POLH inh	-8%	-4%	-20%	1%	-17%	-18%
Apoferritin bind	-12%	-10%	0%	-6%	-7%[29.3 µM]	38%[activator]
Pol beta inh	0%	u	15%	16%	x	-25%
POLI inh	12%	39%	-14%	19%	41%[activator]	24%

[7] CC12CC[C@H]3[C@@H](CCC4(O)C[C@H](O)CCC34/C=N/NC(=O)c3ccc(O)cc3)C1(O)CCC2C1=CC(=O)OC1 (some centres undefined)
[8] Cc1cccc(-n2c(O)c(/C=C/C=Nc3ccccc3)c(=O)[nH]c2=O)c1
[9] Cn1cc(Br)c(C(=O)Nc2ccc3c(C(F)(F)F)cc(=O)oc3c2)n1
[10] CCOc1cc(CN2CCN(C(=O)Cc3ccccc3)CC2)ccc1OC
[11] O=C(Nc1ccc2c(c1)OCO2)N1CCN(c2ccccc2)CC1
[12] Oc1ccc(O)c2c1C1(Cl)C(Cl)=C(Cl)C2(Cl)C1(Cl)Cl
Assay by compound	7	8	9	10	11	12
APEX1 inh	0%	13%	-10%	5%	-4%	x
Pol kappa inh	1%	-16%	9%	2%	5%	-9%
BLM helicase inh	0%	-6%	-5%	2%	-2%	x
PGK inhibitor	-5%	i	-8%	-10%	-9%	-1%
RXFP1 antagonist	-2	-1	1	-4	-2	-17
POLH inh	-16%	-8%	-13%	2%	10%	-16%
Apoferritin bind	-12%	1%	-10%	0%	-7%	x
Pol beta inh	1%	19%	u	-2%	13%	x
POLI inh	26%	13%	58%[activator]	8%	-4%	27%

[13] CSC[C@H](NC(=O)COc1cc2c(c3oc(=O)c(C)c(C)c13)CCC(C)(C)O2)C(=O)O
[14] CCC[C@H](N[C@@H](CCC)[C@H](O)c1ccccc1)[C@H](O)c1ccccc1
[15] CN1CCC2(CC1)NC(=O)C1=C(CN(C)CC1)N2
[16] CCN1C(=O)C(=Cc2cc(C)n(C3CC3)c2C)C(=O)N(CC)C1=S
[17] COC(=O)C1=C(c2ccc(OCc3ccccc3)cc2)C[C@@H]2CC[C@H]1N2C(=O)NCc1ccc([N+](=O)[O-])cc1
[18] O=C(Nc1cccc(OC(=O)N2CCCCC2)c1)N1CCOCC1
Assay by compound	13	14	15	16	17	18
APEX1 inh	-16%	x	-2%	1%	16%	-2%
Pol kappa inh	-11%	-9%	11%	-13%	9%	-7%
BLM helicase inh	0%	x	2%	-4%	x	-5%
PGK inhibitor	-7%	-1%	-7%	i	1%	2%
RXFP1 antagonist	-1	-13	-9	-8	x	-5
POLH inh	10%	-6%	-5%	-15%	-22%	-10%
Apoferritin bind	4%	x	-2%	-3%	x	-10%
Pol beta inh	47%	x	1%	0%	x	23%
POLI inh	83%[activator]	16%	-2%	12%	28%	-20%

[19] Fc1ccc2c(c1)nnn2C1CCN(Cc2nnnn2CCc2ccccc2)CC1
[20] CCCCNS(=O)(=O)c1ccc(OCC(=O)N2CCN(Cc3ccc4c(c3)OCO4)CC2)cc1
[21] COC(=O)C1=C(c2ccc(S(C)(=O)=O)cc2)C[C@@H]2CC[C@H]1N2C(=O)NCCCOC(C)C
[22] CC(C)N1C(=O)c2ccccc2NS1(=O)=O
[23] COc1ccc2c(c1OC)C(=O)OC2c1c(O)n(C2CCCCC2)c(=O)[nH]c1=O (centres undefined)
[24] O=C1C2C3CCC(O3)C2C(=O)N1c1cccc(F)c1 (centres undefined)
Assay by compound	19	20	21	22	23	24
APEX1 inh	-2%	45%[activator]	x	11%	-5%	x
Pol kappa inh	-1%	3%	-7%	-5%[60.1 µM]	-22%	9%
BLM helicase inh	-8%	1%	x	5%	2%	x
PGK inhibitor	3%	8%	0%	x	-2%	-7%
RXFP1 antagonist	6	3	x	x	0	-7
POLH inh	-16%	-3%	-7%	x	-10%	-1%
Apoferritin bind	-15%	-13%	x	4%	-22%	x
Pol beta inh	20%	u	x	x	17%	x
POLI inh	31%	5%	-26%	x	25µM*	13%

[25] O=[As](O)(O)c1ccc(N=Nc2ccc(O)cc2)cc1
[26] CCn1nc(/C=C/c2ccccc2)nc2c(=O)n(C)c(=O)nc1-2
[27] CN(C)c1nc(OCCNC(=O)COc2ccc(Cl)cc2Cl)nc(N2CCCCC2)n1
[28] CC(C)(C)N(NC(=O)c1ccccc1)C(=O)c1ccccc1
[29] Cc1ccc(NC(=O)c2cc(-c3ccccc3)n(CCCN3CCOCC3)c2C)cc1
[30] COCCN1C(=O)NC(=O)/C(=C\c2ccc(F)cc2)C1=O
Assay by compound	25	26	27	28	29	30
APEX1 inh	-3%	2%	2%	4%	4%	u
Pol kappa inh	3%	1%	-6%	-8%	-4%	4%
BLM helicase inh	-1%	-8%	-4%	-1%	-5%	-2%
PGK inhibitor	-4%	u	-6%	-1%	-1%	-9%
RXFP1 antagonist	8	-1	9	5	-1	-6
POLH inh	5%	0.79µM*	-2%	-4%	-26%	-16%
Apoferritin bind	-10%	-16%	-10%	-6%	24%	-7%
Pol beta inh	2%	-11%	-11%	u	9%	u
POLI inh	-6%	-92%	2%[58.9 µM]	-5%[58.9 µM]	-5%[58.9 µM]	0%

# Compound profiles, as listed above. Screens in order: APEX1 inh	Pol kappa inh	BLM helicase inh	PGK inhibitor	RXFP1 antagonist	POLH inh	Apoferritin bind	Pol beta inh	POLI inh
# Record of CN(C)c1nc(OCCNC(=O)COc2ccc(Cl)cc2Cl)nc(N2CCCCC2)n1 = 2%	-6%	-4%	-6%	9	-2%	-10%	-11%	2%[58.9 µM]
# Record of CCn1nc(/C=C/c2ccccc2)nc2c(=O)n(C)c(=O)nc1-2 = 2%	1%	-8%	u	-1	0.79µM*	-16%	-11%	-92%

# Returning to the listing; the 4 compounds before the break are reprinted first.
[27] CN(C)c1nc(OCCNC(=O)COc2ccc(Cl)cc2Cl)nc(N2CCCCC2)n1
[28] CC(C)(C)N(NC(=O)c1ccccc1)C(=O)c1ccccc1
[29] Cc1ccc(NC(=O)c2cc(-c3ccccc3)n(CCCN3CCOCC3)c2C)cc1
[30] COCCN1C(=O)NC(=O)/C(=C\c2ccc(F)cc2)C1=O
[31] COc1cc2c3cc1Oc1cc(ccc1O)C[C@@H]1c4c(cc(OC)c(O)c4Oc4cccc(c4)C[C@@H]3N(C)CC2)CC[N+]1(C)C
[32] CC(=O)Nc1ccc(N=Cc2c(O)n(Cc3ccco3)c(=O)[nH]c2=O)cc1
[33] O=C(N/N=C/c1c(O)n(-c2ccccc2)c(=O)[nH]c1=O)c1ccncc1
[34] O=C1/C(=C\c2ccc([N+](=O)[O-])cc2)N2CCC1CC2
[35] CC(=O)N1N=C2C3CCN(CC3)C2C1c1ccc(F)cc1 (centres undefined)
[36] Cc1ccccc1CCNCc1cc2cccc(C)c2[nH]c1=O
Assay by compound	27	28	29	30	31	32	33	34	35	36
APEX1 inh	2%	4%	4%	u	5%	u	2%	0%	16%	-9%
Pol kappa inh	-6%	-8%	-4%	4%	4%	u	-1%	-3%	0%	-15%
BLM helicase inh	-4%	-1%	-5%	-2%	x	u	-5%	-1%	-3%	-7%
PGK inhibitor	-6%	-1%	-1%	-9%	3%	-10%	i	-10%	-5%	4%
RXFP1 antagonist	9	5	-1	-6	x	-13	x	-12	3	-1
POLH inh	-2%	-4%	-26%	-16%	-2%	u	-11%	-3%	-9%	-8%
Apoferritin bind	-10%	-6%	24%	-7%	x	1%	0%	u	0%	-12%
Pol beta inh	-11%	u	9%	u	x	25µM*	-21%	2%	10%	2%
POLI inh	2%[58.9 µM]	-5%[58.9 µM]	-5%[58.9 µM]	0%	3%	45µM*	22%	8%	140%[activator]	12%

[37] N#C/C(=C\c1ccc(O)c(O)c1)C(=O)NCCCNC(=O)/C(C#N)=C/c1ccc(O)c(O)c1
[38] O=C1CCCN1c1ccc(S(=O)(=O)O)cc1 (tested in a mixture with another compound)
[39] Cc1c2cnn(CC(=O)N3CCC4(CC3)OCCO4)c(=O)c2c(C)n1Cc1ccc(F)cc1
[40] O=C(O)c1ccccc1N=Nc1c(O)[nH]c(=O)[nH]c1=O
[41] Cc1ccc(Cn2nc(C(=O)Nc3ccc(Br)cc3)cc2C)cc1
[42] CC1(C)CC(n2[nH]c(=O)c3c2NC(=O)CSC3c2ccccc2)CCO1 (centres undefined)
[43] COc1cc(C(CN)CC(=O)O)ccc1O (centres undefined)
[44] Cc1ccc(S(=O)(=O)N2CCCC(C(=O)N3CCC4(CC3)OCCO4)C2)cc1 (centres undefined)
Assay by compound	37	38	39	40	41	42	43	44
APEX1 inh	0.63µM*	0%	7%	-7%	57%[activator]	-4%	-1%	16%
Pol kappa inh	0.3µM*	-2%	-14%	-3%	-14%	1%	4%	0%
BLM helicase inh	x	0%	-1%	-1%	-9%	2%	2%	-3%
PGK inhibitor	x	15%	-2%	3%	6%	-4%	i	-9%
RXFP1 antagonist	x	-5	5	4	-8	-5	1	18
POLH inh	0.11µM*	-14%	-7%	-4%	14%	-19%	-5%	0%
Apoferritin bind	x	1%	-9%	-1%	-1%	-7%	5%	-18%
Pol beta inh	0.13µM*	-8%	18%	u	-3%	-6%	10%	27%
POLI inh	0.11µM*	u	-7%	8%	-6%	2%	94%	1%[58.9 µM]

# Assay outcomes from PubChem BioAssay.
